Screens from PubChem.
CBFb-RUNX1 inh = inhibitors of human CBF-beta and RUNX1 interaction; Q01196+Q13951; AlphaScreen CBFb-His/RUNX1-biotin binding, biochemical; Potency, µM (highest dose often 59.8 µM), inactives show at the highest dose activity, negative = inhibition, usual class: inhibitors; 230,000 tested, under 10 active; note: % of control where 0% means no effect
Target sequence (Q01196 whole entry, looked up): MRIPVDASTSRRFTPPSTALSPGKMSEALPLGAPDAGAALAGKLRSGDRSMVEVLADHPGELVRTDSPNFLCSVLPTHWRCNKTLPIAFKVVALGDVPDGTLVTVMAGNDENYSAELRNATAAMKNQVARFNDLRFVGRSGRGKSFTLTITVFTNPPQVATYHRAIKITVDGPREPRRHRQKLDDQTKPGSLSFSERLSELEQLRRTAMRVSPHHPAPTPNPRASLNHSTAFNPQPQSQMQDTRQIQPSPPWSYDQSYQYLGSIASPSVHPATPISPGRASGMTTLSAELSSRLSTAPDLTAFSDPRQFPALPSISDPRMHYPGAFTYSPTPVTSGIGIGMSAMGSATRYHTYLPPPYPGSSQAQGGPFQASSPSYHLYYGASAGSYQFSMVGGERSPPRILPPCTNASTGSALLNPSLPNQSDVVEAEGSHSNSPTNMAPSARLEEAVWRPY
Target sequence (Q13951 whole entry, looked up): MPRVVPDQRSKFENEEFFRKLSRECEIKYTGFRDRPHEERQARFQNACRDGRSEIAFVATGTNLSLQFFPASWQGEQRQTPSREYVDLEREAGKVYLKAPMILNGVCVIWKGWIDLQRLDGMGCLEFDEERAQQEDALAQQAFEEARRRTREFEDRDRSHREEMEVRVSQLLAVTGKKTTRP
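AlphaScreen proximity signal reports loss of binding between His-tagged CBF-beta and biotin-labelled RUNX1, each at 30 nM. Proteins are pre-associated for 20 minutes, compounds added for 15 minutes, then beads for 90 minutes, all at ambient temperature.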
Luc counter = Kinase-Glo luciferase inhibition (counter-screen) | Kinase-Glo luciferase, ATP luminescence, 8 min | Q27757 | actives 0.28% (n = 200,000) | AID 1379 | Potency, µM (doses to about 38.3 µM), without a hit: at the highest dose activity change, negative = inhibition, actives largely listed as inhibitors; note: potency is the fitted concentration of half-maximal effect; % is set by controls: 0 for no effect and ±100 for the full control effect; nearly all actives have a fitted effect of over 60% in size
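Compound is pinned into ATP-containing buffer (10 uM ATP, imidazole pH 7.2, 7 mM MgCl2). Kinase-Glo luciferase reagent is then added. Light output is recorded following an 8-min room-temperature incubation.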
GLA spleen mod = inhibits or activates alpha-galactosidase in human spleen homogenate | human spleen homogenate, 4MU-alpha-Gal fluorescence, 40 min | AID 2107 | P06280 | actives 0.008% (n = 240,000) | Potency, µM (titrated, usually from 80 µM), without a hit: at the top dose activity change, negative = inhibition, actives largely listed as inhibitors;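 note: potency is the fitted concentration of half-maximal effect; 0% = enzyme with vehicle and -100% = no enzyme basal signal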
Target sequence (P06280 32-429 limits assumed): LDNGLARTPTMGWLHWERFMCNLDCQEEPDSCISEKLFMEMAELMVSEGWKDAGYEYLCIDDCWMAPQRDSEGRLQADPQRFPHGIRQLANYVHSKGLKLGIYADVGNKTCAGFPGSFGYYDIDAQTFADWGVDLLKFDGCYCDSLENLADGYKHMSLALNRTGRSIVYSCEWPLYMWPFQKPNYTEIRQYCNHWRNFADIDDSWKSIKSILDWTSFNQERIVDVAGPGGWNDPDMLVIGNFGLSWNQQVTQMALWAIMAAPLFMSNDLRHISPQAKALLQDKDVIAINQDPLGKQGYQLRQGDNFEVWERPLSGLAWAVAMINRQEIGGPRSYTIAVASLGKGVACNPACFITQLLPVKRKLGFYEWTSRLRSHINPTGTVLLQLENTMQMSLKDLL
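Inhibition or activation of alpha-galactosidase in human spleen homogenate is scored by 4-MU fluorescence after 40 min at 37C, pH 5.0, with 1 mM substrate. AC50s come from concentration-response fitted to the Hill equation.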
Epigenetic reg = derepresses silenced GFP reporter in murine cells; actives 0.2% (n = 280,000); AID 1865; murine LDR cells, GFP reporter derepression, 30 h; Potency, µM (series often up to 53.9 µM), for the others: at the highest dose GFP activation, hits mostly activators; note: potency is the fitted concentration of half-maximal effect; % of control where 0% means no effect; nearly all actives have a fitted effect of over 60% in size
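Murine LDR cells carrying a silenced, genomically integrated CMV-driven GFP reporter were exposed to compound for 30 hours at 37 C. After PBS washes, GFP-positive cells (20–120 um objects) were counted by laser-scanning microplate cytometry.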
Lamin A splicing = changes lamin A minigene splicing in HeLa cells; HeLa LMNA splicing GFP/RFP minigene ratio, 48 h; Potency, µM (titrated, usually from 46.1 µM), for the others: at the top dose ratio change, negative = inhibition, actives largely listed as inhibitors; actives 0.01% (n = 200,000); active = well fitted inhibition curve with a large enough effect in the signal ratio, with a control signal flat, not every such curve was filed as active; inconclusive = small, poorly fitted or top-dose-only effect, or effect the other way, or a change in a side signal; the % refers to the signal ratio; note: potency is the fitted concentration of half-maximal effect; % is set by controls: 0 for no effect and ±100 for the full control effect
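Read-out is the ratio of GFP to DsRed2 object intensity, acquired by 488 nm laser-scanning cytometry on HeLa lamin A-EGFP minigene reporter cells. Compound incubation 48 hrs at 37 °C in Opti-MEM with 2% FBS; DMSO 0.5% final.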
IMPase Li inh = cell-permeable IMPase inhibitors with lithium potentiation; Potency, µM (titrated, usually from 59.4 µM), for inactives: top-dose activity, negative = IMPase inhibition, hits mostly inhibitors; actives 0.35% (n = 210,000); CHO-M1 cells, IP1 TR-FRET (IP-One), carbachol + lithium;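 note: IP1 builds up when IMPase is blocked and the TR-FRET signal falls; potency is the fitted concentration of half-maximal effect; plate controls were basal vehicle for no effect and high inhibitor control for full effect; nearly all actives have a fitted effect of over 50% in size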
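CHO cells stably expressing M1 receptor (2000/well, cultured 16–30 h) treated 30 min at 37C with compound plus low lithium. Cytosolic IP1 by TR-FRET (665/620 ratio and 620 channel) after 10 min lysis; AC50 by Hill fit.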
NPSR antag = blocks cAMP signaling of the human neuropeptide S receptor. actives 1% (n = 220,000). CHO-NPSR cells, cAMP TR-FRET, antagonist mode. Q6W5P4. Potency, µM (titrated, usually from 38.3 µM), without a hit: at the top dose activity change, negative = inhibition, hits mostly inhibitors; note: potency is the fitted concentration of half-maximal effect; % is set by controls: 0 for no effect and ±100 for the full control effect; nearly all actives have a fitted effect of over 50% in size; many of its hits are not listed in these tables
* = called active by the depositor; ? = inconclusive; / = no result given; [ ] = remark or other dose. Unless noted, calls come from the whole dose curve; as a rule, active = well fitted curve in the direction sought with a large enough effect; inconclusive = small, poorly fitted or top-dose-only effect, or another doubt; inactive = no such curve, though single readings can be large; an effect the other way counts as inactive or inconclusive. The list is partial, so the mix of outcomes need not match the whole.

#	SMILES	CBFb-RUNX1 inh	Luc counter	GLA spleen mod	Epigenetic reg
1	O=C(C1=C(O)C(=O)N(CCc2ccccc2)C1c1cccs1)c1ccco1 (stereo not given)	2%	-3%	-13%	2.4%
2	CCc1nnc(NC(=O)C2Cc3ccccc3CN2S(=O)(=O)c2c(C)c(C)cc(C)c2C)s1 (stereo not given)	-3%	-3%	-9%	3.0%
3	CCc1cc2cc(C)ccc2nc1SCC(=O)N1CCN(C(=O)c2ccco2)CC1	-5%	11%	3%	2.0%
4	N/C(=N\OC(=O)Cc1ccccc1)c1ccc(Br)cc1	-7%	0%	1%	-3.8%
5	CCOc1ccc(OCC)c(NC(=O)CNS(=O)(=O)c2cccs2)c1	-1%	-1%	6%	-1.2%
6	CN(Cc1ccon1)C(=O)CCc1nnc(CCCCc2ccccc2)o1	-2%	2%	4%	5.2%
7	COc1ccc(N=C(C)C2=C(O)CSC2=O)cc1	-6%	-5%	8%	1.6%
8	Cc1ccc(NC(=O)COc2ccc(-n3cnnn3)cc2)cc1C	-1%	3%	1%	1.0%
9	CCOC(=O)Nc1ccc(C)cc1Br	8%	-4%	-7%	-1.2%
10	Cc1nnc(NC(=O)c2ccc3c(c2)C(=O)N(CCC(C)C)C3=O)s1	-1%	-6%	-6%	2.8%
11	Cn1c(CSc2nc3ccccc3s2)n[nH]c1=S	4%	2%	-2%	-4.6%
12	COc1ccccc1-n1nc(C(=O)Nc2ccc3c(c2)OCO3)c2ccccc2c1=O	4%	-5%	5%	3.6%

#	Lamin A splicing	IMPase Li inh	NPSR antag
1	/	-22%	-50%
2	-7%	34%[activator][38.3 µM]	-25%[46.1 µM]
3	?	-7%[38.3 µM]	?
4	9%	9%	9%
5	-2%	0%[38.3 µM]	-13%[46.1 µM]
6	8%[46 µM]	1%	-20%
7	3%	-10%[38.3 µM]	-15%[46.1 µM]
8	1%	6%	3%
9	15%	4%[38.3 µM]	11%[46.1 µM]
10	2%	-9%[38.3 µM]	-3%[46.1 µM]
11	-6%	2%	-9%[46.1 µM]
12	8%	33%[38.3 µM]	-9%[46.1 µM]

Additional results.
#	SMILES	CBFb-RUNX1 inh	Luc counter	GLA spleen mod	Epigenetic reg
13	COc1cc(NC(=O)c2ccnnc2)cc(C(=O)Nc2cccc(C(F)(F)F)c2)c1	?	/	15%	0.5%
14	COc1cc(/C=C/C(=O)Nc2ccncc2)cc(OC)c1OC	3%	0%	3%	1.0%
15	CC(C)NC(=O)CSc1nnc(-c2ccc(F)cc2)c2ccccc12	-16%	1%	5%	-1.3%
16	Cc1c(Cl)c([N+](=O)[O-])nn1CCCC(=O)Nc1c(Cl)cccc1Cl	-6%	3%	4%	-1.0%
17	CC(=O)c1sc(NC(=O)c2ccccc2C)nc1C	-5%	?	1%	1.1%
18	CC(NC(=O)Nc1ccccc1F)C(C)(C)C (stereo not given)	5%	1%	-1%	-0.1%
19	COc1ccc(C(=O)/C=C/Nc2cc(C)on2)c(OC)c1	2%	-3%	-2%	-2.1%
20	Cc1cc([N+](=O)[O-])ccc1N(C)C	5%	2%	-2%	0.2%
21	COCCNC(=O)c1nn2cccnc2c1Cl	0%	-3%	5%	0.7%
22	C/C(=N\NC(=O)COc1ccc(C(C)(C)C)cc1)c1ccccc1	-2%	1%	4%	3.1%
23	Cc1cc(C)cc(NC(=O)N2CCC(C(=O)c3ccc(F)cc3)CC2)c1	9%	0%	-4%	-1.6%
24	CN=C(Nc1cc(C)nn1CCC#N)c1ccccc1F	-1%	3%	-4%	-3.7%

#	Lamin A splicing	IMPase Li inh	NPSR antag
13	/	/	-11%
14	?	5%	12%
15	/	-11%	-57%
16	-8%	9%	-8%
17	1%[46 µM]	3%	-25%
18	?	6%	2%
19	-5%	-5%[38.3 µM]	-8%[46.1 µM]
20	5%	0%	12%
21	14%	19%[38.3 µM]	5%[46.1 µM]
22	?	5%	-43%
23	-2%[46 µM]	9%	-23%
24	3%	-14%[38.3 µM]	-25%[46.1 µM]

Additional records
#	SMILES	CBFb-RUNX1 inh	Luc counter	GLA spleen mod	Epigenetic reg
25	CCOC(=O)N1CCN(C(=O)Nc2ccc3oc(C)nc3c2)CC1	5%	1%	-7%	0.4%
26	O=C1C2C3C=CC(C3)C2C(=O)N1CNc1ccccn1 (stereo not given)	2%	-5%	16%	-2.5%
27	CC12COC3(C(=O)Nc4cccnc4)CC1CCC32C (stereo not given)	4%	1%	-2%	2.0%
28	Cn1c(SCC(=O)Nc2sccc2C#N)nnc1-c1ccccc1	-7%	-3%	-6%	0.0%
29	O=C(CCCn1c(=O)[nH]c2cc(Cl)ccc2c1=O)N1CCN(c2ccc([N+](=O)[O-])cc2)CC1	0%	-6%	6%	1.1%
30	COc1ccc(C2=CC(=O)CC(c3ccc(OC)cc3)C2)cc1 (stereo not given)	4%	1%	3%	-0.9%
31	COc1cc(OC)nc(Oc2ccc(NC(C)=O)cc2)n1	-7%	-1%	-1%	-5.7%
32	COc1cccc(NC(=O)NCc2cccn2C)c1	-12%	-7%	10%	-1.2%
33	CC1=C(C(=O)N2CCOCC2)C(c2ccc(O)cc2)NC(=S)N1 (stereo not given)	0%	3%	3%	-1.8%
34	COc1ccc(-n2c(=O)c(-c3cccs3)nc3cnc(N4CCN(C)CC4)nc32)cc1	/	/	24%	/
35	COc1cccc(CN2CCN(c3nc4nonc4nc3NC3CC3)CC2)c1	2%	1%	4%	-3.3%
36	O=C1/C(=C/c2ccc(N3CCOCC3)o2)SC(=Nc2ccccc2)N1CCc1c[nH]c2ccccc12	-19%	-8%	-1%	?

#	Lamin A splicing	IMPase Li inh	NPSR antag
25	-3%	11%[38.3 µM]	1%[46.1 µM]
26	-7%	19%[38.3 µM]	-7%[46.1 µM]
27	14%	12%[38.3 µM]	8%[46.1 µM]
28	-4%	14%[38.3 µM]	-13%[46.1 µM]
29	0%	5%[38.3 µM]	-6%[46.1 µM]
30	4%[46 µM]	8%	-16%
31	/	4%	5%
32	11%	4%[38.3 µM]	0%[46.1 µM]
33	10%	-5%	14%
34	-11%	22%	/
35	?	24%	-13%
36	?	12%[38.3 µM]	?

The results go on:
#	SMILES	CBFb-RUNX1 inh	Luc counter	GLA spleen mod	Epigenetic reg
37	CCC(O)(CC)C(=O)N=Nc1c(O)[nH]c2ccccc12	-8%	5%	-1%	-1.5%
38	Cc1cc(C)cc(NCC(=O)Nc2c(C)cccc2C)c1	8%	0%	0%	-3.4%
39	CC1CCN(S(=O)(=O)c2cccc(-c3nnc(-c4cccnc4)o3)c2)CC1	5%	0%	4%	-1.1%
40	COc1ccc(CC(=O)Nc2ccccc2C(=O)N2CCOCC2)cc1	15%	-2%	4%	-1.5%
41	COc1ccc(OC)c(N/C=C2/CCCCC2=O)c1	-4%	1%	-1%	0.0%
42	COc1ccc(OC)c(NC(=O)N2CCCC(C(=O)c3ccccc3OC)C2)c1 (stereo not given)	12%	0%	-5%	-1.1%
43	CC(C)OC(=O)c1c(NC(=O)CCn2nnc3ccccc32)sc2c1CCCC2	5%	2%	-3%	0.8%
44	Cc1ccc(C)c(NC(=O)Cc2coc3cc4c(cc23)CCC4)c1	3%	2%	1%	1.1%
45	CC(C)(C)c1csc(Sc2ncccc2[N+](=O)[O-])n1	-26%	/	-9%	-1.0%
46	CCN1C/C(=C\c2cccc(C)c2)c2nc3ccccc3c(C(=O)O)c2C1	2%	0%	6%	0.9%
47	CCOC(=O)Cc1c(Cl)c2ccccc2[nH]c1=O	0%	3%	4%	1.3%
48	O=C(c1cccs1)N1CCN(C2CCN(Cc3ccccc3)CC2)CC1	6%	1%	6%	1.8%

#	Lamin A splicing	IMPase Li inh	NPSR antag
37	/	6%	-4%
38	-4%	8%	-8%[46.1 µM]
39	0%	23%[38.3 µM]	?
40	0%	-1%	17%
41	-5%	27%[38.3 µM]	?
42	/	14%	24%
43	?	8%[38.3 µM]	-24%[46.1 µM]
44	-2%	-3%	-24%
45	/	/	4%
46	0%[0.0737 µM]	1%[38.3 µM]	-7%[46.1 µM]
47	?	0%	9%
48	6%	38%[activator][38.3 µM]	6%[46.1 µM]

Entries of single compounds as entered above. Order of values: CBFb-RUNX1 inh | Luc counter | GLA spleen mod | Epigenetic reg | Lamin A splicing | IMPase Li inh | NPSR antag
CCOC(=O)Cc1c(Cl)c2ccccc2[nH]c1=O is listed as 0% | 3% | 4% | 1.3% | ? | 0% | 9%
O=C(c1cccs1)N1CCN(C2CCN(Cc3ccccc3)CC2)CC1 is listed as 6% | 1% | 6% | 1.8% | 6% | 38%[activator][38.3 µM] | 6%[46.1 µM]
CC(C)(C)c1csc(Sc2ncccc2[N+](=O)[O-])n1 is listed as -26% | / | -9% | -1.0% | / | / | 4%

The list goes on.
#	SMILES	CBFb-RUNX1 inh	Luc counter	GLA spleen mod	Epigenetic reg
49	CC(C)(C)c1ccc(/C=C/C(=O)Nc2nncs2)cc1	8%	1%	3%	-0.9%
50	COc1cccc(C(=O)NN2CC(O)=C(c3nc4ccccc4s3)C2=N)c1	1%	3%	11%	1.3%
51	CCCCCCCn1ccc(O)c(CC(=O)OC)c1=O	?	-3%	-4%	-0.3%
52	O=C(COC(=O)c1cc(=O)[nH]c2ccccc12)Nc1nc(-c2ccccc2)cs1	3%	-2%	13%	0.0%
53	CCOP(=O)(c1ccccc1)C1(C#N)CC1 (stereo not given)	-2%	/	6%	2.6%
54	C/C(=N\NC(=O)CNc1cccc2ccccc12)c1ccccc1	-5%	-4%	6%	-1.2%
55	COc1c(Cl)cc(Cl)cc1/C=C/C(=O)c1ccc(NC(=O)c2cccs2)cc1	-2%	-1%	2%	2.5%
56	COc1ccccc1CNC(=O)Cn1cc2c(n1)CCCC2	7%	1%	0%	0.0%
57	COc1ccccc1N1CCN(C(=O)c2cccc(Oc3ccccc3)c2)CC1	6%	2%	-5%	-0.1%

#	Lamin A splicing	IMPase Li inh	NPSR antag
49	-14%	3%	2%
50	5%[46 µM]	5%	-4%
51	-1%[46 µM]	-3%	-5%
52	?	15%	7%
53	/	-3%	25%
54	/	-5%	6%
55	?	2%	?
56	-14%	26%[38.3 µM]	-6%[46.1 µM]
57	/	5%	-22%
